# Screens from PubChem.
# WT yeast gro inh: growth inhibition of WT yeast, mitochondrial fusion screen | inhibition, % at 10 µM | hit rate 2.1% among 190,000 | AID 1362 | mitochondrial fusion phenotypic screen, WT strain; in the data active = inhibition above about 58%; tested in S. cerevisiae
# Myeloid diff 2: compounds promoting myeloid differentiation. ER-HoxA9 myeloid progenitors, lysozyme-GFP differentiation, flow cytometry. calls only at 10 µM. hit rate 1% among 360,000;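 active = normalized GFP-positive differentiation at or above the plate's own cutoff, the solvent-only control mean plus 3 SD; inconclusive = no clear call, values can overlap the other calls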;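 also: cells exposed to compound for four days before flow analysis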
# Autophagy HCS: modulators of autophagy; MEF GFP-LC3 puncta imaging; test concentration mostly 10 µM; calls only at 10 µM (by protocol); hit rate 0.98% among 190,000; AID 463193;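 active = percentage of spot-positive cells more than 3 SD above its plate mean, without a fluorescence outlier flag or 80% toxicity; inconclusive = no clear call, values can overlap the other calls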;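 also: spot-positive cell cutoff set from DMSO-treated cells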
# MT stabilize HCS: stabilizes microtubules in HeLa cells; HeLa tubulin immunostaining HCS, 24 h; share of cells brighter than vehicle mean+2SD; % tubulin-high responders, % at 10 µM; hit rate 0.83% among 200,000; AID 2205;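 active = plate Z-score above 3 for both tubulin-high and condensed-nucleus cell shares, with cell loss under 80%, at 10 µM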;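 also: anti alpha tubulin signal scored within the nucleus-defined area of each cell; some results filed as inactive read as strong as hits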
# bCat nuc transl: modulators of beta-catenin nuclear translocation; HeLa beta-catenin nuclear translocation, immunofluorescence imaging; nuclear translocation activity, % at 5 µM; hit rate 0.3% among 190,000; AID 1665;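 active = nuclear translocation activity above 50% at 5 µM, with a well cell count of 50 or more; inconclusive = wells under 50 cells across six images, flagged as toxic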;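 also: per-cell ratio of nuclear to cytoplasmic median beta-catenin stain intensity; plate controls were DMSO negative control for no effect and GSK-3 inhibitor IX positive control for full effect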
#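 System: Human HeLa cells, endogenous beta-catenin | Compound dosing: 5 µM primary, 0.02–20 µM confirmation | Timing: 24 h compound exposure at 37°C, 5% CO2 | Measured by: Fluorescence imaging of beta-catenin antibody stain plus DAPI | Read-out basis: % activation of per-cell nuclear versus cytoplasmic median beta-catenin signal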
# Lipid droplet: hepatic lipid droplet formation modulation. inhibition, % at 6.5 µM. AML12 mouse hepatocytes, oleate lipid droplets, BODIPY imaging. hit rate 0.4% among 240,000. AID 1656;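 active = lipid droplet intensity inhibited by at least 50%, with more than 500 cells counted; inconclusive = wells with under 300 cells, treated as cytotoxic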
#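 Material – AML12 mouse liver cells · Also added – oleate loading, 100 µM · Compound dosing – 6.5 µM single-point dosing · Times – overnight treatment with compound plus oleate · Measured by – fluorescence imaging, 20x objective, two fields per well · Read-out – percent inhibition of filter-corrected integrated lipid droplet intensity per well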
# Insulin prom up: MIN6 insulin promoter up-regulation | MIN6 insulin promoter-GFP reporter, high-content imaging; active compounds read high | z-score at 5 µM | hit rate 0.3% among 190,000 | AID 1625;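 active = z-score above 3 at 5 µM with at least 500 cells counted in the well; inconclusive = wells under 500 cells, flagged as cytotoxic or low count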
# T cell modulator: modulates CD8 T cell binding to vesicles; 2C CD8+ T cell-vesicle binding, flow cytometry; active compounds read low; calls only at 7 µM; hit rate 0.068% among 330,000; AID 2052;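 active = response, share of CD8 T cells binding vesicles, and their 90th percentile fluorescence all below set limits, cut at about 80% in these data, passing the limit was not always enough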
#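 Test system: purified 2C TCR transgenic mouse naive CD8+ T cells. Probe or stimulus: QL9-peptide-loaded Drosophila micro-vesicles bearing Ld, ICAM-1 and B7-1. Incubation: binding step 1.5 h, 37 °C, antibody labelling 20 min, ice. Measured by: flow cytometry of vesicle-bound cells.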
# West Nile antiviral: inhibition of WNV-induced cytopathic effect – cell-based, CPE readout (AID 1621) | West Nile virus-infected cells, CPE inhibition; higher % means a stronger effect | CPE inhibition, % at 10 µM; hits with a dose series show IC50 in µM | hit rate 0.02% among 290,000; in the data active = a potency from the dose series; inconclusive = CPE inhibition mostly from about 3.7% at the one dose, without a potency; inactive = the rest, 99 in 100 with CPE inhibition below about 2.2%; also: strong numbers were not always called active
# WT yeast gro inh mutant strain: recorded beside WT yeast gro inh, whose call it bears; inhibition, %; mitochondrial fusion phenotypic screen, mutant strain inhibition
# Insulin prom up cell count: also measured in Insulin prom up; calls as there; cell count; measured here: cytotoxicity, nuclei count;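 total cells summed across four imaged fields per well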
# Lipid droplet cells 6.5 µM: also measured in Lipid droplet; calls as there; cell count; measured here: cell count, cytotoxicity flag;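 cells counted across two imaged fields per well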
# bCat nuc transl cell count 5 µM: second read-out of bCat nuc transl, no call of its own (marks repeat the call); cell count; measured here: cell count, cytotoxicity flag
# T cell modulator vesicle-bound %: further read-out of T cell modulator, marked with its call; double positive events, %; measured here: CD8+ vesicle-bound cell fraction;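 binding gate set so that unloaded-vesicle control wells show 10% double positive cells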
# MT stabilize HCS Hoechst-high %: recorded beside MT stabilize HCS, whose call it bears; % Hoechst-high responders; measured here: nuclear condensation Hoechst responders;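 share of cells brighter than vehicle mean plus two SD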
# MT stabilize HCS cytotoxicity %: further read-out of MT stabilize HCS, marked with its call; toxicity, %; measured here: cytotoxicity by cell density;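 0% = mean cell density of plate MIN control wells and 100% = no cells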
# Autophagy HCS cell loss 18 h: recorded beside Autophagy HCS, whose call it bears; toxicity, %; measured here: cell loss, nuclei count;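 cell loss after 18 h compound exposure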
# Myeloid diff 2 GFP+ MAC1+ %: second read-out of Myeloid diff 2, no call of its own (marks repeat the call); GFP+ MAC1+ double positive, %; measured here: differentiation confirmed by MAC1 staining
# The depositor's hits bear a star; i = inactive; ? = inconclusive; . = not tested or not shown.
SMILES,WT yeast gro inh,WT yeast gro inh mutant strain,Myeloid diff 2,Myeloid diff 2 GFP+ MAC1+ %,Autophagy HCS,Autophagy HCS cell loss 18 h,MT stabilize HCS,MT stabilize HCS Hoechst-high %,MT stabilize HCS cytotoxicity %,bCat nuc transl,bCat nuc transl cell count 5 µM,Lipid droplet,Lipid droplet cells 6.5 µM,Insulin prom up,Insulin prom up cell count,T cell modulator,T cell modulator vesicle-bound %,West Nile antiviral
O=C(COc1ccc2c(-c3ccccc3)cc(=O)oc2c1)NCc1ccccn1,.,.,i,2.8,.,.,.,.,.,.,.,-8,818,.,.,i,24,-0.8%
Cc1cc(=O)oc2c(CN3CCN(C)CC3)c(O)c(Cl)cc12,18,2,i,1.2,i,-11,1.4,1.5,0.9,.,.,-18,595,-0.19,1292,i,6,.
CCn1c(SCC(=O)N2CCN(c3ccccc3)CC2)nnc1-c1cc2cc(Cl)ccc2o1,18,-1,i,4.4,i,-2,3.8,1.9,4.6,0.7,1017,0,707,-1.6,1917,.,.,-1.3%
Cn1nccc1C(=O)N/N=C/c1cccnc1,.,.,i,0.6,.,.,.,.,.,0.1,1278,0,643,0.8,1052,i,59,0.7%
Cc1cccc(OCCCC(=O)NCC(=O)Nc2cccc(C)c2C)c1,-2,-11,?,.,i,-6,1.9,2.0,3.5,-1.3,1128,-15,708,-0.43,1243,i,52,0.1%
Cc1cccc(-n2c(O)c(C=NCCCN3CCOCC3)c3ccccc3c2=O)c1,6,11,i,0.5,i,-1,2.2,2.6,11,0.4,1097,15,541,1.9,1707,i,33,0.0%
CSCCC(NC(=O)c1ccccc1)C(=O)NC1CCCC1 (stereo unspecified),-5,10,i,10,i,-2,1.4,1.6,3.6,0.6,989,-1,722,0.54,1128,i,4,-0.1%
Cc1ccc(-c2csc3ncn(-n4c(C)ccc4C)c(=O)c23)o1,-8,-8,i,0.8,i,-4,3.3,2.5,28,0.7,686,.,.,0.81,1291,i,17,0.0%
CCc1cc(Br)ccc1NC(=O)C1CCCO1 (stereo unspecified),3,-26,i,4.4,i,-4,1.8,1.5,3.9,-1.0,1140,13,597,.,.,i,20,0.4%
CCOc1ccc(-n2c(=O)c3c4c(sc3n(CC(=O)NCCCOC)c2=O)CCCCC4)cc1,-9,-3,i,0.3,i,5,3.3,2.6,6.2,-0.2,1063,5,690,0.04,1256,i,27,-0.4%
O=C(O)c1ccccc1CSc1ncccc1C(=O)O,-9,4,i,0.4,i,5,3.2,2.9,8.3,-2.7,1126,-4,746,-0.05,1307,i,24,-0.7%
O=C(CC1SCCNC1=O)Nc1cc(Cl)cc(Cl)c1 (stereo unspecified),5,12,i,0.4,i,4,2.2,2.8,8.1,.,.,-2,684,.,.,i,16,-0.1%
Cc1ccc(SC(=O)COc2ccc(C)c(C)c2)cc1,14,1,i,0.6,i,3,2.2,1.4,6.4,-1.6,1327,.,.,-0.13,1441,i,33,0.8%
O=S(=O)(Nc1nc2ccccc2nc1Cl)c1cccc(C(F)(F)F)c1,.,.,i,0.7,.,.,.,.,.,.,.,9,764,.,.,i,8,0.1%
CSc1nnc2c(n1)OC(C)N(C(=O)c1ccccc1)c1ccccc1-2 (stereo unspecified),1,-9,i,0.3,i,-5,6.6,0.9,5.6,.,.,.,.,.,.,i,8,-0.6%
O=C(O)c1ccc(COc2ccccc2/C=C2/NC(=O)N(c3cccc(Cl)c3)C2=O)cc1,-2,-9,i,1.1,i,5,5.9,1.5,8.6,-1.8,989,-7,626,0.62,1402,i,20,-0.2%
O=C(CCN1C(=O)C2C3C=CC(C3)C2C1=O)Nc1ccc2c(c1)OCO2 (stereo unspecified),-13,16,i,1.0,i,9,2.1,2.1,10,-0.6,1317,.,.,-0.33,1551,i,4,-0.1%
CN(C)c1ccc(/C=C2\SC(=O)N(CCc3nnc(N)s3)C2=O)cc1,.,.,i,1.2,.,.,.,.,.,3.5,1260,8,676,3.3*,906*,i,12,0.3%
O=C1NC(=S)N/C1=C\C=C\c1ccccc1,.,.,i,1.1,.,.,.,.,.,-0.3,1355,6,680,-0.22,1053,i,2,0.0%
Cc1ccc(-n2c(-c3ccncc3)n[nH]c2=S)c(C)c1,-1,2,i,0.2,i,9,3.4,2.4,6.2,-5.1,1094,3,613,-0.31,1385,i,58,0.6%
CCn1c(C(=O)NCCCc2ccccc2)cc2sccc21,40,2,i,0.8,i,21,3.3,1.7,0.6,-2.6,536,-8,697,-0.22,1291,i,50,-1.6%
COc1ccc(S(=O)(=O)N(CC(=O)NC2CC2)Cc2ccccc2)cc1,.,.,i,2.1,.,.,.,.,.,.,.,0,838,.,.,i,4,-0.9%
Cc1ccc(C(=O)CCC(=O)NC2CCCC(C)C2C)cc1 (stereo unspecified),.,.,i,1.5,.,.,.,.,.,.,.,-6,792,.,.,i,20,-0.5%
COc1ccc(NS(=O)(=O)c2ccc(N/N=C(\C)c3ccncc3)c([N+](=O)[O-])c2)cc1,38,33,i,0.4,i,5,3.5,3.0,9.1,0.7,999,-18,670,-0.96,596,i,40,0.8%
CC(C)Cc1ccc(/C(=N/O)C(=O)O)s1,7,9,i,0.4,i,-7,1.4,1.6,7.9,.,.,.,.,.,.,i,35,-0.2%
CC1=CCC2C(=O)N(c3cccc(C(=O)N(C)C4CCCCC4)c3)C(=O)C2C1 (stereo unspecified),-3,-8,i,1.2,i,1,6.7,2.4,2.5,-5.6,996,.,.,0.12,1077,i,56,1.9%
Cc1cc(C)n(/N=C/c2cc(Cl)cc(Cl)c2O)c(=O)c1,6,21,i,0.4,i,20,4.4,0.9,4.5,-3.4,1141,-34,338,0.29,1411,i,47,0.4%
CC(C)CC(=O)Nc1nnc(SCC(=O)NCc2ccc3c(c2)OCO3)s1,4,3,.,.,i,15,0.7,1.2,7.5,-1.2,1074,2,709,-0.14,1285,i,13,-0.1%
Cn1c(SCC2CCCO2)nnc1-c1cccc([N+](=O)[O-])c1 (stereo unspecified),17,3,i,0.3,i,2,1.6,1.0,3.8,-1.5,858,-10,741,-0.64,1600,i,10,-0.1%
CSc1ccccc1C(=O)Nc1ccc(C)cc1C,-14,4,i,0.4,i,27,4.5,2.1,12,-1.4,949,-12,728,0.06,1617,i,64,-0.8%
COc1ccc(CC(=O)c2ccc(OC3OC(CO)C(O)C(O)C3O)cc2O)cc1 (stereo unspecified),.,.,i,0.9,.,.,.,.,.,.,.,-8,618,.,.,i,47,0.2%
CCc1ccc2nc3n[nH]c(N)c3cc2c1,-18,-24,i,2.6,i,2,3.5,2.9,6.6,4.1,948,.,.,0.8,1453,i,38,1.5%
CC1=C(C(=O)Nc2ccc([N+](=O)[O-])cc2)C(c2cccc(C(F)(F)F)c2)NC(=S)N1c1ccccc1 (stereo unspecified),11,15,i,1.8,i,-1,3.2,2.7,0.6,-4.8,1272,1,825,-0.88,849,i,13,-0.6%
CC(C)OCCCNC(=O)c1ccc2c(c1)S(=O)(=O)c1ccccc1C2=O,.,.,i,0.0,.,.,.,.,.,.,.,-6,684,.,.,i,66,-0.3%
CCOC(=O)C(NC=O)(NC(C)(C)C)C(=O)OCC,-20,-8,i,0.8,i,11,5.4,3.2,4.8,-4.5,813,.,.,0.68,1118,i,26,0.3%
O=C(CSc1nncn1-c1ccccc1)Nc1ccc(N2CCOCC2)cc1,-4,5,i,0.8,i,1,2.4,2.2,6.2,0.1,1435,.,.,0.4,1373,i,43,0.4%
Cc1ccc(Cn2ncn3c(cc4ccccc43)c2=O)cc1,6,0,i,0.9,i,5,1.3,1.6,8.4,6.2,1425,.,.,0.75,1615,i,62,0.0%
COC(=O)c1c(C)[nH]c(C=Nc2ccc(OC)cc2)c1C,.,.,i,0.6,.,.,.,.,.,0.4,1187,-1,738,-0.32,1135,i,20,0.7%
CC(C)Oc1ccc(CSc2nnc3n(C)c(=O)c4c5c(sc4n23)CCCC5)cc1,.,.,i,2.3,i,-2,2.0,1.3,9.1,.,.,.,.,.,.,i,10,1.6%
CCOC(=O)C(/C(C)=N/NC(=O)C1CC1c1ccccc1)C(C)C (stereo unspecified),2,0,i,0.3,i,-2,2.2,2.0,2.6,-0.8,1180,-41,657,0.44,1278,i,52,-0.1%
O=C(NCc1ccc2c(c1)OCO2)c1nc(Cn2cc(Br)cn2)no1,.,.,i,0.5,.,.,.,.,.,.,.,33,837,.,.,i,21,-0.8%
Cc1ccc(C(=O)NC(=S)NNC(=O)CC#N)cc1,-18,3,i,0.4,i,2,0.4,1.3,0.6,0.3,1543,3,719,0.23,1215,i,57,0.2%
